USP2a inh: inhibitors of human ubiquitin-specific protease USP2a. Potency, µM (series often up to 38.3 µM), inactives show at the highest dose activity change, negative = inhibition, most hits filed as inhibitors. 330,000 compounds, 0.01% hits. O75604. AID 463254. USP2 core, Ub-CHOP2 coupled fluorogenic reporter, 485/531;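 further: potency means the concentration at half of the fitted maximal effect; plate controls were DMSO wells for no effect and full inhibition by NEM control for full effect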
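USP2 core (10nM final) preincubated 30min RT with compound in 20mM Tris-HCl pH 8.0, 2mM CaCl2, 2mM beta-mercaptoethanol, 0.05% CHAPS; 25nM Ub-CHOP2 plus 25nM reporter substrate added, fluorescence (Ex485/Em531) read after 60min.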
B2AR arrestin: recruits beta-arrestin to the human beta2-adrenergic receptor. beta-arrestin recruitment to beta2AR, cell-based reporter. Potency, µM (titrated, usually from 46.1 µM), without a hit: at the highest dose activation, usual class: activators. 330,000 compounds, 0.02% hits. AID 492947;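 further: potency means the concentration at half of the fitted maximal effect; 0% = DMSO controls and full agonism = EC100 isoproterenol or metaproterenol; nearly all actives have a fitted effect of over 65% in size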
TSHR antagonist: antagonists of human thyroid stimulating hormone receptor | activity change, negative = inhibition, % at 11.5 µM | 330,000 compounds, 0.2% hits | TSHR-expressing cells, TSH-stimulated cAMP HTRF, 2 h; hits give low values;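 active means activity change below a set negative limit, meaning inhibition stronger than a set level, cut at about -70% in these data; inconclusive means activity change between two set negative limits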; further: on the % scale 0 is the no-effect control and ±100 the full control effect
Target sequence (P16473 whole entry, looked up): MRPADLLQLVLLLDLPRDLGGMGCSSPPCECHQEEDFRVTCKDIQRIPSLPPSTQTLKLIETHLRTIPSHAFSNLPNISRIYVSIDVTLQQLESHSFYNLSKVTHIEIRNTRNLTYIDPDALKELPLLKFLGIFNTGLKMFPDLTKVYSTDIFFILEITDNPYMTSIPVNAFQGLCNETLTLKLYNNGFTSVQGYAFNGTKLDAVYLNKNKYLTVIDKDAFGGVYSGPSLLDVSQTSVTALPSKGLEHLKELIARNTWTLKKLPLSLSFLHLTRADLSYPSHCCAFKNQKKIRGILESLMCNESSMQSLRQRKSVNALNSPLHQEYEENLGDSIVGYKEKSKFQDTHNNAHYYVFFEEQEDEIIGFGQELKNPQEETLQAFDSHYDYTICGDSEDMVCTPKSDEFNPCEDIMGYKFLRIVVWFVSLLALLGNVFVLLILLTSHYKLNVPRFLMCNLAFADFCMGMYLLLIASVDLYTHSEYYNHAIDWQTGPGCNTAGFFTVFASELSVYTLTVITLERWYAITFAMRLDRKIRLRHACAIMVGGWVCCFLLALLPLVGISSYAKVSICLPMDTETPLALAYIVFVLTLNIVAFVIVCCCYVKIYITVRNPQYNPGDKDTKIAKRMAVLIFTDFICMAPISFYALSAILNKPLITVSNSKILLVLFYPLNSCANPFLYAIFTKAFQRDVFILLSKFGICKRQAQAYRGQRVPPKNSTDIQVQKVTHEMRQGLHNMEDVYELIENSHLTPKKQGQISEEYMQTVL
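Inhibition of cAMP made by TSHR-expressing cells under TSH stimulation (4nM final, EC80; 2 h, 37 deg C) is quantified with a one-step lysis HTRF kit, anti-cAMP cryptate versus cAMP-d2.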
ELG1 DNA repair: inhibitors of ELG1-dependent DNA repair in HEK293T cells | 330,000 compounds, 2.3% hits | HEK293T ELG1-luciferase reporter, luminescence, 16 h; DNA damage induced by 5-fluorouridine | AID 504467 | Potency, µM (doses to about 46.1 µM), inactives show at the top dose activity change, negative = inhibition, hits mostly inhibitors; further: potency means the concentration at half of the fitted maximal effect; on the % scale 0 is the no-effect control and ±100 the full control effect; nearly all actives have a fitted effect of over 55% in size
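5-Fluorouridine DNA damage + compound/DMSO, 2,000 cells/well, 16 h, 37 °C/5% CO2. ONE-Glo, 30 min RT, luminescence. Readout = decrease in reporter signal.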
BCR signal inh: chronic active BCR signaling inhibition; ABC-DLBCL IkBa-CBG/CBR reporter, luminescence ratio, 4 h; Potency, µM (highest dose often 46.1 µM), for the others: top-dose ratio change, negative = lower green/red ratio, hits mostly inhibitors; 340,000 compounds, 0.05% hits; AID 493014; active means well fitted inhibition curve with a large enough effect in the signal ratio, with a control signal flat, not every such curve was filed as active; inconclusive means small, poorly fitted or top-dose-only effect, or effect the other way, or a change in a side signal; the % refers to the signal ratio;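 further: potency means the concentration at half of the fitted maximal effect; plate controls were basal doxycycline-induced cells for no effect and cells given 10 µM MG132 for full effect; MG132 reads +100%, hits lower the ratio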
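TMD8 human ABC-DLBCL cells with doxycycline-inducible IκBα–green luciferase fusion and unfused red luciferase, in 0.5% FBS medium; compounds up to 46 uM, 4 h at 37C. Green/red luminescence ratio, filter-overlap corrected, fitted to concentration-response curves.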
Eya2 phos inh: inhibitors of human Eya2 phosphatase activity; O00167; 330,000 compounds, 0.006% hits; Potency, µM (series often up to 76.9 µM), for inactives: top-dose activity, negative = inhibition, actives largely listed as inhibitors; recombinant Eya2, OMFP fluorescence dephosphorylation (OMFP is methylfluorescein phosphate); further: potency means the concentration at half of the fitted maximal effect; on the % scale 0 is the no-effect control and ±100 the full control effect
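Eya2 protein (added as 0.2 uM solution) was preincubated with compound for 10 min at ambient temperature in 50 mM HEPES pH 7.5, 50 mM NaCl, 5 uM MgCl2, 0.05% BSA, 1 mM DTT. OMFP (added at 50 uM) then reacted 10 min; fluorescence read at 485/525 nm.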
Tb PFK inh: T. brucei PFK enzyme inhibition; 330,000 compounds, 0.17% hits; Potency, µM (titrated, usually from 57.5 µM), for inactives: at the highest dose activity, negative = inhibition, usual class: inhibitors; O15648; T. brucei PFK, ADP-Glo luminescence;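 further: potency means the concentration at half of the fitted maximal effect; 0% = uninhibited 1x PFK enzyme wells and -100% = no-enzyme wells; nearly all actives have a fitted effect of over 60% in size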
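ADP-Glo luminescence quantified ADP after 45 min at room temperature, with 1.25 nM T. brucei PFK, 0.1 mM ATP and 0.5 mM fructose-6-phosphate in pH 8.0 TEA buffer. qHTS titrations up to 57 µM; curves classified by quality.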
TCR act: T cell receptor activation. 330,000 tested, under 10 active. AID 504894. primary human leukocytes, anti-CD3, IL-2 HTRF, 48 h. Potency, µM (titrated, usually from 9.22 µM), for the others: at the top dose activation of IL-2 secretion, hits mostly activators; further: % of control where 0% means no effect
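Using a-CD3 beads without co-stimulation, primary human leukocytes were exposed to compounds for 48 hr. An HTRF IL-2 kit measured the cytokine, with europium-to-d2 energy transfer producing emission at 665nm upon 320nm excitation.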
TSG101-PTAP inh: blocks PTAP/TSG101 interaction to inhibit HIV-1 budding; Q99816; Fluorescence polarization, FITC-PTAP peptide / Tsg101 binding; Potency, µM (top dose mostly 115 µM), without a hit: at the top dose activity change, negative = inhibition, actives largely listed as inhibitors; 340,000 tested, under 10 active; active means well fitted inhibition curve with a large enough effect in the main read-out, with a control signal flat, not every such curve was filed as active; inconclusive means small, poorly fitted or top-dose-only effect, or effect the other way, or a change in a side signal; inactive means no such curve, though single readings can be large or run the other way; further: potency means the concentration at half of the fitted maximal effect; % of control where 0% means no effect
Target sequence (Q99816 whole entry, looked up): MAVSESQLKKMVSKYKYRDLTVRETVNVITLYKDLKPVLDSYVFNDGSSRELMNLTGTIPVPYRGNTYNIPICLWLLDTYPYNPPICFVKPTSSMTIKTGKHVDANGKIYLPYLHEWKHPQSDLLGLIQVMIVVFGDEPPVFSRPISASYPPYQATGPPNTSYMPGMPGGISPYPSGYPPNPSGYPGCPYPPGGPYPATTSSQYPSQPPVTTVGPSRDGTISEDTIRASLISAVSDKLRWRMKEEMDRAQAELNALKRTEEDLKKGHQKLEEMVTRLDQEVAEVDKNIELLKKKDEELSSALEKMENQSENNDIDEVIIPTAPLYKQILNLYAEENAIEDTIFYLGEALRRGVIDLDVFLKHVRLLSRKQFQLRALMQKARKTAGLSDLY
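Tsg101 binding domain (10 uM final) was mixed with compound and a FITC-labeled PTAP peptide (50 nM final) in HEPES pH 7.5 buffer with NaCl, Tween 20, EDTA and TCEP; fluorescence polarization was read after 20 min at r.t.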
Mito fusion act: mitochondrial division inhibition or fusion activation. S. cerevisiae fusion-defective mutant growth rescue, CellTiterGlo 48 h. AID 485298. Potency, µM (highest dose often 46.1 µM), inactives show at the highest dose growth rescue (activation), actives largely listed as activators. 320,000 compounds, 0.23% hits;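 further: potency means the concentration at half of the fitted maximal effect; % of control where 0% means no effect; nearly all actives have a fitted effect of over 45% in size; temperature-sensitive fusion mutants such as fzo1-1 at 37 °C on non-fermentable ethanol glycerol medium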
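S. cerevisiae fusion-defective temperature-sensitive mutants (e.g. fzo1-1, mgm1-5) grown 48 h at 37C in YPEG (ethanol/glycerol non-fermentable) medium with 23 nl compound per well; growth rescue read as CellTiterGlo luminescence.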
uPA generation: cell surface uPA generation inhibition; cell surface uPA generation assay, qHTS; Potency, µM (doses to about 38.3 µM), for the others: at the top dose activity change, negative = inhibition, hits mostly inhibitors; 330,000 compounds, 0.31% hits; AID 540303; active means well fitted inhibition curve with a large enough effect; inconclusive means small, poorly fitted or top-dose-only effect; inactive means no such curve, though single readings can be large or run the other way; tested in mouse RAW 264.7 cells; further: potency means the concentration at half of the fitted maximal effect; on the % scale 0 is the no-effect control and ±100 the full control effect; nearly all actives have a fitted effect of over 55% in size
* marks the source's active call; other numbers are inactive results; ? = inconclusive; · = not tested or not shown; [ ] = dose if it differs, or a comment. Unless noted, the call rests on the fitted dose curve; in most records, active means well fitted curve in the direction sought with a large enough effect; inconclusive means small, poorly fitted or top-dose-only effect, or another doubt; inactive means no such curve, though single readings can be large; an effect the other way counts as inactive or inconclusive. Rows are unselected; any-hit rate near 3%.

SMILES	USP2a inh	B2AR arrestin	TSHR antagonist	ELG1 DNA repair	BCR signal inh	Eya2 phos inh	Tb PFK inh	TCR act	TSG101-PTAP inh	Mito fusion act	uPA generation
Cc1nn(C)cc1C(C(=O)NC1CCCCC1)N(CCc1ccccc1)C(=O)c1cnccn1 (configuration not stated)	9%	0.1%	1	?	12%	-1%	2%	0%	-3%	-5%	?
CN(Cc1ccccc1)c1ccc2nnc(-c3ccccc3)n2n1	-4%	3.9%	-16	?	?	-2%	1%	-1%	2%	?	5%
Cc1ccc(S(=O)(=O)N2CCOCC2)cc1C(=O)Nc1ccccn1	0%	-0.4%	-3	0%	-4%	8%	-1%	-3%	2%	-3%	1%
COC(=O)[C@@H](Cc1c[nH]c2ccccc12)NC(=O)C1CCCN(S(=O)(=O)c2ccc(C)cc2)C1 (some centres not stated)	0%	-0.3%	-2	-11%	?	-10%	12%	-3%	1%	-1%	-5%
CCOc1ncccc1C(=O)OCc1ccccc1	1%	7.0%	29	12%	?	0%	-2%	1%[46.1 µM]	-7%	3%	-8%
Cc1c(C(=O)NC(=S)Nc2ccc(N3CCOCC3)cc2)cccc1[N+](=O)[O-]	4%	-0.8%	-3	-1%	·	-3%	-5%	5%	-1%	1%	3%
CC(=O)NC(Cc1ccccc1)C(=O)OCC(=O)c1ccc(Cl)cc1 (configuration not stated)	0%	-0.3%	-4	4%	-4%	3%	-6%	-11%[46.1 µM]	0%	-4%	1%
COC(=O)c1cc2c(C)nn(-c3ccccc3)c2s1	-3%	0.5%	-8	7%	11%	-7%	0%	5%	-3%	15%	-3%
CCN(CC(=O)NC(C)C)C(=O)[C@H](C)NC(=O)c1ccc(Br)cc1	-1%	0.2%	-2	-14%	9%	-3%	-1%	3%	-3%	-4%	4%
C=CCn1c(=O)c2ccccc2n2c(SCC(=O)N3CCCc4ccccc43)nnc12	0%	-0.6%	-10	?	0%	-11%	-2%	-1%	3%	2%	-1%
COc1ccc(CNC(=O)CSc2ccc(Br)cc2)cc1OC	-1%	-0.1%	25	-9%	-20%	5%	0%	-1%[46.1 µM]	-1%	13%	5%
CCOc1ccc(NC(=O)CN2CCCC2c2cccs2)cc1S(=O)(=O)N1CCCC1 (configuration not stated)	3%	0.3%	-9	?	-10%	-1%	0%	4%	-1%	-3%	14%
S=c1[nH]ncn1-c1ccccn1	3%	0.2%	0	14%	-8%	1%	7%	-32%	-1%	-3%	-8%
CC(Oc1cccc(F)c1)C(=O)/C=C\N(C)C (configuration not stated)	0%	2.9%	5	6%	15%	2%	1%	-10%	-4%	-1%	·
CCCCC[C@@H]1C=C(C(=O)O)[C@H](c2ccc(Cl)c(Cl)c2)N1S(=O)(=O)c1ccc(C)cc1	-20%	8.3%	22	18%	?	-20%	-9%	6%	-8%	·	-9%
Cc1ccc(-n2c(C)c([N+](=O)[O-])c3ccc(O)c(CN(C)C)c32)cc1	1%	0.3%	12	?	-13%	-10%	0%	·	3%	-8%	10%
O=C(Nc1ccc(Cl)cc1)N1CCCC(Cn2cccc2)C1 (configuration not stated)	1%	0.0%	-1	?	?	-1%	0%	8%	-4%	2%	3%
Cc1ccc(N(C(=O)c2cnccn2)C(C(=O)NC2CCCCC2)c2ccc(O)cc2)cc1 (configuration not stated)	0%	-0.3%	-5	18%	0%	7%	1%	7%	0%	3%	2%
CCOC(=O)c1ccc(NC(=O)Cn2ccc([N+](=O)[O-])n2)cc1	4%	-0.8%	7	24%	2%	-4%	-10%	9%	0%	1%	10%
S=C(NCc1ccco1)Nc1ccccn1	6%	?	-4	?	-1%	6%	-2%	6%	-2%	-9%	4%
O=C(CCC(=O)Nc1ccc(F)cc1)N/N=C/c1cccc(Br)c1	5%	-0.1%	-1	-7%	-4%	-12%	-1%	2%	-1%	1%	2%
CCCCNC(=O)c1ccc2c(c1)N(CC)C(=O)CS2	0%	0.4%	31	10%	-1%	-21%	-1%	-2%	-7%	5%	·
Cc1ccc(C(c2sc3nc(C)nn3c2O)N2CCN(C(=O)c3ccco3)CC2)cc1 (configuration not stated)	0%	-0.6%	-14	-2%	-10%	1%	0%	7%[46.1 µM]	-3%	-4%	0%
N#CC1=C(SCc2ccc(C#N)cc2)N=C(N)C(c2nc(-c3ccccc3)cs2)C12CCCCC2 (configuration not stated)	2%	-0.3%	-19	-13%	?	-36%	5%	-9%	0%	-1%	-1%
O=P(O)(CCc1ccccc1)C(O)c1ccccc1 (configuration not stated)	1%	0.4%	5	-4%	9%	?	1%	0%	-7%	0%	-2%

(continued)
SMILES	USP2a inh	B2AR arrestin	TSHR antagonist	ELG1 DNA repair	BCR signal inh	Eya2 phos inh	Tb PFK inh	TCR act	TSG101-PTAP inh	Mito fusion act	uPA generation
O=C(COc1cc2oc(=O)cc(-c3ccccc3)c2cc1Cl)NCCN1CCOCC1	-1%	-0.2%	-3	1%	5%	-5%	1%	0%	-4%	8%	5%
CC(=O)Nc1ccc(NC(=O)c2ccc3c(c2)C(=O)N(c2ccccc2C)C3=O)cc1	3%	0.1%	5	1%	?	4%	-4%	-14%	-4%	2%	-8%
COc1ccc2c(CC(=O)OCC(=O)Nc3cc(C)c(C)cc3[N+](=O)[O-])coc2c1	1%	-1.5%	-6	7%	1%	5%	0%	5%[46.1 µM]	7%	0%	3%
O=C(Nc1ccc(F)cc1)c1ccc(-n2ccnc2)nc1	7%	0.6%	1	-5%	-28%	?	0%	1%	-4%	3%	·
COc1ccccc1-c1cc(C(=O)NCCN2CCOCC2)no1	0%	-1.1%	25	22%	?	12%	0%	1%	-2%	5%	·
CC1(C)CC(=O)C2=C(C1)N(c1ccc(F)cc1)C(=O)C2(NC(=O)c1ccccc1)C(F)(F)F (configuration not stated)	3%	-0.9%	3	-1%	2%	-2%	6%	4%[46.1 µM]	·	3%	·
CCn1c2ccccc2c2cc(NC(=O)CSc3nnc(-c4ccccc4)o3)ccc21	-1%	0.3%	-30	-12%	?	-2%	4%	7%	4%	1%	-13%
CC(C)Oc1ccc(CCC(=O)NNC(=O)CCC(=O)O)cc1	2%	-0.9%	16	-13%	10%	-3%	-3%	-2%	1%	0%	7%
CC(=O)NC(c1cc(Cl)c2ccccc2c1O)C(C)C (configuration not stated)	1%	-1.1%	-6	-16%	27%	-1%	-1%	-28%	-7%	1%	-24%
NS(=O)(=O)c1ccc(CCNC(=O)c2ccc(CS(=O)(=O)c3ccc(Br)cc3)o2)cc1	0%	-0.5%	13	-12%	4%	3%	1%	-9%	0%	-13%	20%
O=C(N[C@@H](Cc1ccccc1)C(=O)Nc1ccc(F)cc1)C1CCNCC1	2%	0.1%	4	29%	-3%	-2%	-8%	-38%	1%	0%	3%
Cc1ccc(NC(=S)Nc2cccnc2)c(S(=O)(=O)N2CCCCC2)c1	-3%	0.0%	9	?	1%	-1%	-1%	4%	-3%	-1%	-1%
CC(C)(C)NC(=O)CSc1nncn1NCc1ccccc1	2%	-0.1%	-5	0%	-5%	5%	1%	1%	-4%	0%	6%
CCCn1nc(C(=O)N2CCc3ccccc3C2)c2ccccc2c1=O	-2%	0.1%	-8	?	2%	1%	4%	-3%	-5%	6%	1%
O=C(C1CCN(C2CCN(Cc3cccc4c3OCO4)CC2)CC1)N1CCOCC1	6%	-0.4%	13	-21%	?	19%	4%	2%	-1%	-6%	-1%
c1csc(CNc2ccc3c(c2)OCCO3)c1	-6%	-1.3%	-13	?	?	-11%	4%	-7%[46.1 µM]	0%	-4%	-6%
Cc1cc(C)cc(OC(=O)COc2ccccc2C)c1	1%	-0.8%	-3	-3%	3%	-19%	-2%	4%	-4%	-3%	3%
Cc1cc2[nH]ncc2cc1NC(N)=S	1%	-0.4%	2	4%	?	-5%	3%	2%	0%	0%	3%
COc1ccc(CCNc2ncnc3c2c(C)c(C)n3CCCN(C)C)cc1OC	-1%	0.0%	-9	8%	-4%	-11%	-12%	-4%	-3%	-3%	-6%
O=C(NCCO)/C(=C\c1ccc([N+](=O)[O-])o1)NC(=O)c1ccccc1	1%	0.0%	-5	?	1%	3%	2%	-6%	0%	-5%	4%
N#CCCNCC1(c2ccccc2)CCCC1	-4%	-0.6%	11	-6%	10%	-23%	0%	1%	0%	0%	4%
Cc1ccc(OCc2nc(-c3ccccc3)no2)cc1	-2%	-0.1%	-6	?	?	9%	2%	1%	-4%	-8%	-4%
